Source: PubChem BioAssay (National Center for Advancing Translational Sciences (NCATS))
Epigenetic derep = Quantitative High-Throughput Screen for Regulators of Epigenetic Control | murine LDR cells, GFP reporter derepression, 30 h | Potency, µM (titrated, usually from 53.9 µM), for the others: top-dose GFP activation, hits mostly activators | 0.2% of 280,000 active | AID 1865, 2009; active = well fitted activation curve with a large enough effect; inconclusive = small, poorly fitted or top-dose-only effect; note: % of control where 0% means no effect; nearly all actives have a fitted effect of over 60% in size
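Reporter derepression read as number of fluorescent GFP-positive objects, 20-120 um in size, counted by laser-scanning cytometer. Mouse LDR line with an epigenetically silenced CMV-GFP locus; compound incubation 30 h, 37 C.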
An asterisk follows results filed as active; ? = inconclusive. Potency is the fitted concentration of half-maximal effect. An excerpt, so the mix of outcomes need not match the whole.

Epigenetic derep,smiles
0.0%,COc1ccc(/C=C/c2onc(C)c2S(=O)(=O)N2CCC(C(=O)N3CCC(C)CC3)CC2)cc1
1.5%,CCOc1ccc(-n2cc(-c3ccccc3)c3c(NCc4ccccc4)ncnc32)cc1
1.4%,Cc1cccc(NC(=O)CSc2nc3c([nH]c4ccccc43)c(=O)n2C)c1C
-4.8%,O=C(c1ccc2c(c1)N(Cc1cccc(Cl)c1)C(=O)c1ccccc1S2)N1CCOCC1
6.2%,COc1ccc(Cl)cc1NC(=O)c1oc2ccc(S(=O)(=O)N3CCCCC3)cc2c1C
6.5%,Cc1ccc(OCCSc2nc3ccc(NC(=O)c4ccco4)cc3s2)cc1
8.1%,Cc1c(Cl)ccc2sc(NC(=O)c3ccc(S(=O)(=O)N4CCCC4)cc3)nc12
-2.4%,CCOC(=O)N1CCN(Cc2nc3cc(NC(=O)c4ccc(F)cc4)ccc3n2C(C)C)CC1
0.8%,Cc1cn2c(=O)cc(COC(=O)C(C)Oc3ccccc3)nc2s1 (stereo not drawn)
-0.9%,CN(C)c1ccc(CNS(=O)(=O)c2csc(C(N)=O)c2)cc1
-3.1%,COc1ccc(NC(=O)CN2C(=O)CCc3cc(S(=O)(=O)N4CCOCC4)ccc32)cc1Cl
0.0%,Cc1ccc(C(=O)CCC(=O)Nc2ccc(C)cc2C)cc1
3.1%,O=C(C1COc2ccccc2O1)N(Cc1cccnc1)c1nc2ccc(F)cc2s1 (stereo not drawn)
2.7%,Cc1ccc(CNC(=O)c2ccc3c(c2)nc(C)n3-c2cc(C)cc(C)c2)cc1
-1.3%,CCc1ccc(CNC(=O)c2cnc3c(C)cccn3c2=O)cc1
-0.4%,O=C(CCn1cnc2onc(-c3ccc(F)cc3)c2c1=O)N1CCN(c2ccccc2F)CC1
2.0%,CC(C)c1ccc(NC(=O)C2CCC(CNS(=O)(=O)c3ccc4c(c3)CCCC(=O)N4)CC2)cc1 (stereo not drawn)
-2.5%,COc1ccc(-c2nc3c(c(SCC(=O)Nc4cc(C)cc(C)c4)n2)Cc2c(CO)cnc(C)c2O3)cc1
-2.7%,CCOc1ccc(C(c2c(O)cc(C)n(Cc3ccco3)c2=O)N2CCN(c3ccccc3)CC2)cc1 (stereo not drawn)
7.3%,CCCN(CCC)S(=O)(=O)c1ccc2c(c1)N(CC(=O)NCc1ccc(F)cc1Cl)C(=O)CS2
15%,COc1ccc(NC(=O)CCCc2nnc3n(C(C)C)c(=O)c4sccc4n23)cc1Cl
-1.3%,CC(=O)c1ccc(NS(=O)(=O)c2ccc3c(c2)NC(=O)CCS3)cc1
-1.3%,CCSc1nc2n(n1)C(c1ccc(C(=O)O)cc1)C(C(=O)Nc1ccccc1C)=C(C)N2 (stereo not drawn)
0.8%,CCOc1cc(C(=O)OCc2cc(=O)n3nc(C4CC4)sc3n2)cc(OCC)c1OCC
1.1%,COc1ccc(Cn2ccn(Cc3cccc(OC)c3)c(=O)c2=O)cc1
-0.4%,CCOc1ccccc1NC(=O)Cn1c(=O)n(-c2ccc(Cl)cc2)c(=O)c2oc3ccccc3c21
-3.5%,CCc1ccc(NC(=O)CCn2nc(C)c(S(=O)(=O)N3CCCCC3)c2C)cc1
0.0%,Cc1nc2ccc(S(=O)(=O)N(CC(=O)Nc3ccc(F)cc3F)Cc3ccccc3)cc2s1
-0.4%,COc1cc(OC)c(N(C)C(=O)Cn2ncc3c([nH]c4ccccc43)c2=O)cc1Cl
0.0%,CCOc1cc2[nH]c(=O)n(CCC(=O)N3CCN(c4cccc(Cl)c4)CC3)c(=O)c2cc1OCC
22µM*,Cc1ccccc1CN1c2ccccc2-c2nc(SCC(=O)NCCc3ccccc3)ncc2S1(=O)=O
6.9%,O=S(=O)(c1cccc(Cl)c1)c1nnn2c1nc(NC1CCCCCC1)c1sccc12
-1.7%,CC1=C(C(=O)Nc2ccccc2C)C(c2ccco2)n2ncnc2N1 (stereo not drawn)
-1.1%,NC(=O)C1CCN(C(=O)c2ccc3c(c2)N(Cc2cccc(Cl)c2)C(=O)c2ccccc2S3(=O)=O)CC1
4.2%,CCC(CC)C(=O)NC1CC(=O)N(c2ccc3c(c2)OCCO3)C1 (stereo not drawn)
2.8%,O=C(NCC(c1ccc2c(c1)OCO2)N1CCN(c2ccccc2F)CC1)c1ccccc1F (stereo not drawn)
0.0%,CSc1ncc(C(=O)N2CCN(c3cccc(Cl)c3)CC2)c(C)n1
3.3%,Cc1ccccc1C(=O)Nc1ccc(OCc2cc(=O)n3ccccc3n2)cc1
1.4%,Cc1ccc(CN2C(=O)c3ccccc3Sc3ccc(C(=O)NC4CCCC4)cc32)cc1
5.1%,Cc1cc(C)cc(NC(=O)Cn2cc(C(=O)c3ccncc3)c(=O)c3cc(C)c(C)cc32)c1
-3.0%,Cc1ccc(NC(=O)N2CCN3CCCCC3C2)cc1F (stereo not drawn)
-1.3%,CCc1ccc(NC(=O)CSC2=Nc3ccccc3C3=NC(CCC(=O)NCc4ccccc4OC)C(=O)N23)cc1 (stereo not drawn)
0.0%,CCN1C(=O)c2ccccc2Sc2ccc(NC(C)=O)cc21
0.0%,Fc1cccc(NCc2cccn2-c2nnc(N3CCOCC3)s2)c1
-1.3%,COc1ccccc1N1CCN(C(=O)c2cnn(-c3ccc(F)cc3F)c2C2CCNCC2)CC1
?,CCOc1ccc(-c2nnc(SCC(=O)NCCc3ccccc3)nc2-c2ccc(OCC)c(OC)c2)cc1OC
-1.9%,Cn1nc(C(=O)N2CCN(c3ccc(Cl)cc3)CC2)c2c1-c1ccccc1SC2
5.8%,COc1ccccc1Nc1nn2c(=O)c3ccc(C(=O)N4CCC(C)CC4)cc3nc2s1
0.8%,CC(C)Cc1nn2c(=O)cc(COC(=O)c3ccc4c(c3)OCO4)nc2s1
0.8%,COc1ccc(CC(=O)NCc2nc3cccnc3n2Cc2ccc(C)cc2)cc1OC

Other structures.
Epigenetic derep,smiles
2.1%,COC(=O)c1cc(S(=O)(=O)N2CCN(c3ccc(C)cc3C)CC2)cn1C
-3.0%,Cc1ccc(NC(=O)CSc2nc3ccccc3n2CC(=O)N2CCC(C)CC2)cc1C
1.7%,CC(=O)c1ccc(S(=O)(=O)Nc2ccc(-c3ccc(N4CCCCCC4)nn3)cc2)cc1
-0.6%,CCOc1ccc(S(=O)(=O)N2CCN(Cc3nc4ccc(C)cc4o3)CC2)cc1
14%,O=C(CSc1ncc2c(n1)-c1cc(Cl)ccc1N(Cc1ccccc1)S2(=O)=O)Nc1ccc(F)cc1F
11%,COc1ccc(NC(=O)c2c(NCc3ccc(C)o3)sc3c2CCC(C)C3)cc1 (stereo not drawn)
0.0%,Cc1c(C(=O)N(C)C)sc2c1c(=O)n(-c1ccc(Cl)c(Cl)c1)c(=O)n2CC(=O)C(C)(C)C
-1.1%,O=C(NCCc1ccccc1)C1CCN(c2nc3ccccc3nc2C(F)(F)F)CC1
-1.3%,CCN(CC)C(=O)Cn1ncc2c([nH]c3ccc(C)cc32)c1=O
-4.0%,COc1ccc(-n2ccnc(NCCc3ccc(Cl)cc3)c2=O)cc1OC
-2.1%,Cc1ccccc1CNC(=O)c1ccc(CS(=O)Cc2ccc(Cl)cc2)o1 (stereo not drawn)
0.0%,CC(=O)N1CCc2cc(CNC(=O)Cc3ccc(F)cc3)ccc21
?,Cc1ccc(C(=O)CC2(O)C(=O)N(Cc3ccccc3)c3ccc(Br)cc32)cc1 (stereo not drawn)
-0.9%,COCCNC(=O)c1sc2ncccc2c1-n1c(C)ccc1C
0.0%,Cc1cccc(C)c1NC(=O)CN(C)S(=O)(=O)c1ccc2[nH]c3c(c2c1)CCCC3
6.3%,CC(C)c1ccc(NC(=O)CCNS(=O)(=O)c2ccc3c(c2)CCCC(=O)N3)cc1
0.0%,CC(=O)c1ccc(NC(=O)CSc2cn(CC(=O)N3CCCCC3)c3ccccc23)cc1
-1.3%,CCN(CC)c1nc2ccccc2nc1C(=O)Nc1cc(OC)c(OC)c(OC)c1
1.1%,Cc1cccc(C)c1NC(=O)Cn1c(=O)cc(C)c2c(C)nn(-c3cccc(Cl)c3C)c21
0.0%,Cc1ccccc1N1CCN(S(=O)(=O)c2nnc(NC(=O)c3ccc(Cl)cc3)s2)CC1
0.8%,Cc1ccc(NC(=O)Cn2c(=O)n(CC3CCC(C(=O)NC(C)C)CC3)c(=O)c3sccc32)cc1 (stereo not drawn)
-0.4%,CCOc1ccccc1NC(=O)Cn1cc(C(=O)c2ccc(Cl)cc2)c(=O)c2ccc(C)nc21
4.5%,COc1ccccc1NC(=O)c1ccc2[nH]c(C)cc(=O)c2c1
1.2%,COc1ccc(NC(=O)C2CCCN(S(=O)(=O)c3ccc4c(c3)CCCN4C(C)=O)C2)cc1 (stereo not drawn)
-0.4%,CCCNC(=O)C1CCN(c2ncnc3c2nc2n3CCCCC2)CC1
4.0%,CCCc1nn2c(=O)cc(COC(=O)c3ccc(NC(=O)COc4ccccc4F)cc3)nc2s1
4.1%,COc1ccc(NC(=O)CSc2cn(CC(=O)N3CCCCC3)c3ccccc23)c(OC)c1
-1.2%,O=C(COCc1cc(-c2cccs2)on1)NCc1ccc(Cl)cc1
-4.7%,CCn1nc(C)c(CCN(C)C(=O)Nc2cc(Cl)ccc2C)c1C
5.1%,COc1ccc(NC(=O)C2CCN(S(=O)(=O)c3c(C)noc3/C=C/c3ccc(C)cc3)CC2)cc1Cl
0.8%,CC1CCN(C(=O)CSc2nc3c([nH]c4ccccc43)c(=O)n2-c2ccccc2)CC1
-0.4%,CCCS(=O)(=O)N1CC(=O)N(c2ccc(C)cc2)C(C)(C(=O)NC2CCCCCC2)C1 (stereo not drawn)
-1.3%,O=C(CCC1N=C2c3ccccc3N=C(SCc3cccc(F)c3)N2C1=O)NCc1ccc(F)cc1 (stereo not drawn)
1.3%,CC1=C(C(=O)Nc2ccc(C)cc2C)C(c2ccc(Br)cc2)n2ncc(C(=O)Nc3cccc(C)c3)c2N1 (stereo not drawn)
-2.5%,CCc1ccc(NCc2cc3ccc(OC)cc3n(CC(=O)Nc3ccc(C)c(Cl)c3)c2=O)cc1
-1.7%,CCN(CC)CCCNC(=O)Cc1csc2nc(-c3ccc(Cl)cc3)cn12
9.7%,COc1ccc2c(c1)c1c(c(=O)n(-c3ccccc3C)c(=O)n1Cc1cccc(C(F)(F)F)c1)n2C
1.6%,Cc1ccc(Cc2nc3ccccc3nc2SCC(=O)N2CCN(c3ccccc3)CC2)cc1
0.0%,COc1ccc(NC(=O)c2sc3nc4n(c(=O)c3c2C)CCC4)cc1Cl
0.0%,Cn1cc(S(=O)(=O)N2CCCCC2)cc1C(=O)N1CCN(c2ccc(F)cc2)CC1
-1.7%,O=c1c2cc3c(nc2ncn1Cc1ccccc1F)CCCC3
-1.5%,CCOC(=O)c1c(C)[nH]c(C)c1S(=O)(=O)N(C)CC(=O)Nc1cc(Cl)ccc1OC
-1.3%,O=C(NCc1ccccc1)c1cc2ccc3cccnc3c2[nH]1
0.4%,Clc1cccc(-n2ncc3c(N4CCCCC4)ncnc32)c1
0.0%,Cc1ccc(-c2nn(CC(=O)NCc3ccccc3)c3c2cnc2ccc(F)cc23)cc1C
-3.0%,COc1ccc(-n2c(=O)c3c(c4cc(OC)ccc4n3C)n(CC(=O)NCC3CCCO3)c2=O)cc1 (stereo not drawn)
-3.4%,CNc1ccc(-c2nc(-c3ccccn3)no2)cc1[N+](=O)[O-]
1.4%,CCN(c1ccccc1)S(=O)(=O)c1nnc(NC(=O)c2ccccc2)s1
-4.5%,Cc1ccc(C)c(N2CCN(C(=O)c3ccc4[nH]c(C)c(C)c4c3)CC2)c1
2.8%,O=C(CSc1nccn1Cc1ccc2c(c1)OCO2)Nc1ccccc1F
-1.3%,COc1cc(OC)c(NC(=O)c2c(C)oc3nc(C)nc(N4CCOCC4)c23)cc1Cl
0.0%,CCc1ccccc1N1C(=O)CN(S(=O)(=O)CC)CC1(C)C(=O)NC1CCCCC1 (stereo not drawn)
2.0%,COc1ccc(CNC(=O)C2CCN(c3nc4ccc(C)cc4[nH]3)CC2)cc1
